M. tuberculosis GlmU = inhibition of mycobacterial GlmU enzyme – biochemical, glucosamine-1-phosphate acetyltransferase (AID 1376); M. tuberculosis GlmU acetyltransferase enzyme assay; higher % means a stronger effect; inhibition, %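 (tested at 30 µM in the primary screen)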; hits with a dose series show IC50 in µM; 0.25% of 220,000 active; in the data active means inhibition above about 13%;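 further: 0% = complete reaction with vehicle and 100% = reaction without substrate; strong numbers were not always called active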
RmlCD inh 1536 = M. tuberculosis RmlC/RmlD inhibition; RmlC+RmlD coupled enzyme assay, percent inhibition; primary screen in compound mixtures; inhibition, % at 3.6 µM; 0.03% of 160,000 active; AID 1533; in the data active means inhibition mostly above about 34%, no sharp cut-off; further: some results filed as inactive read as strong as hits
Target sequence (P9WH09 whole entry, looked up): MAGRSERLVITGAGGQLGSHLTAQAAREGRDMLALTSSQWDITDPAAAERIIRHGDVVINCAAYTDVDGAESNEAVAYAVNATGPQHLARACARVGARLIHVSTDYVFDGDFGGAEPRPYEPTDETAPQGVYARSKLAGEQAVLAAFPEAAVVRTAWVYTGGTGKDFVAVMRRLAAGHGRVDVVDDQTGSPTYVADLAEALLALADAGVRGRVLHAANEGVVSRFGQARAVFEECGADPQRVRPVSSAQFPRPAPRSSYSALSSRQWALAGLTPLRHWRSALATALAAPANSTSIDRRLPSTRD
Target sequence (P9WH11 whole entry, looked up): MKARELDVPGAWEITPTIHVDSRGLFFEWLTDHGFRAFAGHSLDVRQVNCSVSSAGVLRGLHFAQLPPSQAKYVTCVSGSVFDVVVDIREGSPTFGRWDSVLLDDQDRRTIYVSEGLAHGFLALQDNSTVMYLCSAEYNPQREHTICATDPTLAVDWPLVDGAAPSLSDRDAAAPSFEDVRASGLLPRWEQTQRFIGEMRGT
An asterisk follows results filed as active; . = no result given.

SMILES	M. tuberculosis GlmU	RmlCD inh 1536
COCCCNC(=O)Cn1nnc(-c2ccc(NC(=O)c3ccc(F)cc3)cc2)n1	-2.2%	-8
Cc1nc2cc(S(=O)(=O)C(F)(F)F)ccc2s1	3.6%	.
CCC(C)(C)NC(=O)c1cc([N+](=O)[O-])ccc1N1CCOCC1	-5.6%	.
COC(=O)c1ccccc1OCCOCCOc1cccc2cccnc12	4.9%	2
CC1=C(C(=O)OCc2ccc3c(c2)OCO3)C(c2ccc(O)c([N+](=O)[O-])c2)NC(=O)N1 (configuration not stated)	-3.1%	7
N#C/C(=C(/O)CSc1n[nH]c(N)n1)c1nc2ccccc2[nH]1	1.8%	4
O=C(NCc1cccnc1)c1noc2c1CCCC2	-3.5%	.
CCCCNc1c2c(nc3c(-c4ccccc4)c(C)nn13)CCC2	-2.7%	5
Cc1cc(N2CCOCC2)nc(N)n1	0.5%	.
COc1cc(C(=O)NNC(=O)c2ccc(S(=O)(=O)N3CCCCC3)cc2)cc(OC)c1OC	-4.6%	9
c1ccc(-c2[nH]ncc2CN2CCN(Cc3ccc4c(c3)OCO4)CC2)cc1	3.2%	.
Cc1nc(NC(=O)c2ccc(Br)s2)sc1C(=O)N(C)C	5.6%	-7
C=CCN=c1scc(-c2ccc(F)cc2)n1/N=C/c1ccccn1	1.1%	-10
CCOC(=O)C1=C(O)C(=O)N(CCCn2ccnc2)C1c1ccc(OC)cc1 (configuration not stated)	7.7%	10
Cc1cccc(CSC2=NN3CCCC(=O)N=C3S2)c1	1.8%	.
CCCc1nc(SCC(N)=O)[nH]c(=O)c1CC	-1.6%	3
CN1C(C(=O)NCc2ccc(OC(F)(F)F)cc2)CC2Cn3c(nc4cc5ccccc5cc43)C21 (configuration not stated)	5.0%	.
COc1ccc(NC(=O)CN(c2ccc([N+](=O)[O-])cc2)S(=O)(=O)c2ccccc2)c(OC)c1	0.0%	-6
CCc1sc(C(=O)Nc2ccc(F)cc2C)cc1C	-5.4%	-2
CCn1c(=O)c(=O)[nH]c2cc(C(=O)NCC3CCCCC3)ccc21	-7.7%	6
COC(=O)c1c(N)sc(C(=O)N2CCOCC2)c1C	1.6%	3
Cc1ccc(-c2nc(C)sc2CC(=O)NCc2ccco2)cc1	14%*	6
CCOc1cc2c(C#N)c(N(CC)CC)nc(N)c2c(N)n1	-2.0%	.
CCN1CCCc2cc(CN(CCN3CCOCC3)C(=S)Nc3ccccc3OC)ccc21	-2.4%	-5
Cc1cc(C)nc(SCc2nnc(SCC(=O)Nc3c(C)cccc3C)o2)n1	1.8%	.
CCC(CC)N1CCN(CCc2ccccc2)C(CCO)C1 (configuration not stated)	3.9%	-6
CCSc1nc2c(sc3nc(C)cc(C)c32)c(=O)[nH]1	.	5
CCC(C)N(C(=O)C(F)(F)F)C(C(=O)NC1CCCCC1)c1ccncc1 (configuration not stated)	-5.0%	.
CS(=O)(=O)N1CCN(C(=O)Nc2ccccc2)CC1	-1.6%	-8
COc1cc(NC(=O)Cc2c(C(=O)O)n(C)c3ccccc23)cc(OC)c1OC	-2.0%	-10
Cc1nnsc1C(=O)Nc1ccccc1	3.6%	8
CCn1ncc(C2=NOC(C(=O)Nc3ccc4c(c3)OCO4)C2)c1C (configuration not stated)	0.7%	5
CCOC(=O)N1CCC2(CC1)C(C#N)=C(N)Oc1c2sc2nc(C)cc(C)c12	1.3%	-8
Cc1cc([N+](=O)[O-])cc2c1NCC1CC=CC21 (configuration not stated)	1.5%	0
CCCCCC1=NN2C(=O)CC(=O)N=C2S1	-2.1%	.
Brc1ccc(/C=N/N2CCN(C3c4ccccc4-c4ccccc43)CC2)s1	2.5%	11
c1ccc(C2Nc3ccccc3-c3nc4ccccc4n32)nc1 (configuration not stated)	4.2%	6
CCC(C)NC(=O)c1cc(CC(C)C)on1 (configuration not stated)	3.0%	.
CCOc1ccc(CNc2ccc(N3CCOCC3)c(C(=O)O)c2)cc1	-0.8%	.
Cn1cccc1/C=C1\CCC/C(=C\c2cccn2C)C1=O	1.9%	-1
CCCc1nnc2n1N=C(c1ccc([N+](=O)[O-])cc1)CS2	1.8%	6
CCC(=O)O[C@@H]1CC(=O)O[C@H](C)CC=CC=C[C@@H](O)[C@H](C)C[C@H](CC=O)[C@H](O[C@H]2O[C@H](C)[C@@H](O[C@H]3C[C@@](C)(O)[C@@H](OC(=O)CC)[C@H](C)O3)[C@H](N(C)C)[C@H]2O)[C@H]1OC	-0.1%	.
COc1ccc2nc(NC(=O)CSc3nnc(N)s3)sc2c1	-0.9%	6
Cc1oc2nc(SCC(=O)NC3CCCCC3)nc(N)c2c1C	0.5%	.
N#C/C(=C\c1c(N2CCCCC2)nc2ccccn2c1=O)C(=O)NCc1ccco1	5.5%	-25
Cc1ccc(-c2nn(C)c(=O)c3ccccc23)cc1CNC(=O)c1ccco1	-0.5%	-8
COC(=O)c1ccccc1NC(=O)Cn1nc2n(C)c3ccccc3n2c(=O)c1=O	3.4%	11
O=C1CCSc2cccc3cccc(c23)N1	-1.9%	.
CC(C)(C)OC(=O)NCC(=O)NCC(=O)OCc1ccccc1	-8.2%	.
CC(=O)NN1C(=O)/C(=C/c2ccc(Br)o2)SC1=S	11%	-6
O=c1[nH]nc(CNc2ccc(C(F)(F)F)cc2)c2ccccc12	0.1%	-2
Cc1ccc(-c2nc(N)n(C(=O)Cc3ccccc3)n2)cc1	.	-11
CCN(CC)CCNC(=O)C12CC3CC(C)(CC(C)(C3)C1)C2	-6.1%	-1
Cn1c(Sc2ccccc2Cl)c(C=O)c2ccccc21	.	0
O=C(OC(C(=O)Nc1ccc(Cl)cc1C(F)(F)F)c1ccccc1)C1=COCCO1 (configuration not stated)	-0.8%	15
CCc1nnc(NC(=O)CSc2nnc(COc3ccccc3)n2Cc2ccccc2)s1	-5.1%	8
Cn1nnc(NC(=O)c2ccco2)n1	-0.6%	1
COc1ccccc1Nc1nc(N)nc(CSC(=S)N2CC(C)CC(C)C2)n1 (configuration not stated)	8.5%	6
COc1ccccc1C(=O)O/N=C(\N)c1ccccc1Cl	3.2%	3
O=C1C2C3CCC(C3)C2C(=O)N1Cc1ccccc1 (configuration not stated)	2.1%	-4

Following part.
SMILES	M. tuberculosis GlmU	RmlCD inh 1536
Cc1ccccc1CSCC(=O)NC(=O)NC(C)(C)C	-5.0%	.
Cc1ccc(NC(=O)Nc2nnc(-c3ccccc3)o2)cc1	4.1%	.
S=C(NCCCn1ccnc1)NC1CCCCC1	3.9%	-13
CC(C)OCCCNC(=O)C1CCC(CNS(=O)(=O)c2ccccc2)CC1 (configuration not stated)	-0.4%	3
CCC1(CC)C(=O)N(C)C(=O)NC1=Nc1ccc(OC)cc1	0.6%	.
Cc1ccc(/C=N/n2cnc3sc(-c4ccccc4)cc3c2=O)o1	0.0%	.
NC(=S)c1cc2cc(Br)ccc2oc1=O	0.2%	-10
CCOC(=O)C1C(=O)NCC2CCCC21 (configuration not stated)	4.6%	-11
COC(=O)Nc1nn(-c2ccc(C)cc2)c(=O)c(C#N)c1C	-4.2%	7
N=c1c2c(ncn1CCN1CCOCC1)Oc1ccc3ccccc3c1C2c1ccccc1 (configuration not stated)	-2.4%	.
O=C(CN(c1ccccc1)S(=O)(=O)c1ccccc1)N1CCN(Cc2ccc3c(c2)OCO3)CC1	3.1%	4
C1=CC2CCC1ON2c1ccccc1 (configuration not stated)	5.5%	-11
CC(C)NC(=O)/C(=C/c1ccco1)c1ccccc1	-7.1%	8
CNC(=O)Nc1cccc2cccnc12	1.6%	8
CCn1c(C)nc2cc(C(=O)NNS(=O)(=O)c3ccc(C)c(C)c3)ccc21	-3.7%	.
COc1cc(NC(=O)Cc2ccccc2)c(C(=O)O)cc1OC	1.1%	.
Cc1ccc(C(O)(COC(=O)C(C)C)COC(=O)C(C)C)c(O)c1	1.3%	9
CS(=O)(=O)N(Cc1ccccc1)c1ccccc1C(=O)Nc1ccccc1C(=O)NCc1ccco1	-1.8%	6
CCCN1C(=O)COc2ccc(-c3n[nH]c(=O)c4ccccc34)cc21	0.0%	10
Cc1ccc(S(=O)(=O)NCCC(=O)Nc2ccc(C)c(Cl)c2)cc1C	-5.3%	-8
CC1Oc2cc3oc4c(O)c5c(cc4c(=O)c3c(O)c2C1(C)C)C=CC(C)(C)O5 (configuration not stated)	-0.9%	.
COC(=O)CSc1nnc(-c2ccccc2OC)n1-c1ccc(C)cc1	1.9%	-15
COc1ccc(/C(C)=N/OC/C(O)=C(\C#N)c2nc3ccccc3[nH]2)cc1OC	1.8%	-13
O=C(CSc1nc2ccccc2o1)Nc1nccs1	-3.9%	-1
O=C1c2cccnc2C(Nc2ccccc2Br)N1Cc1ccco1 (configuration not stated)	2.6%	7
CCSC1=NC2(CCCCC2)Nc2sc3c(c21)CCCC3	8.6%	-6
O=c1[nH]n(CC2COC3(CCCCC3)O2)c(=O)c2ccccc12 (configuration not stated)	2.3%	.
COc1ccc(C2C3=C(N=C4SCC(=O)N42)c2ccccc2CC3)cc1OC (configuration not stated)	1.4%	-1
COc1ccc(OC)c(C2C(C(=O)Nc3ccccc3OC)=C(C)Nc3nc(CCCO)nn32)c1 (configuration not stated)	2.5%	5
CCOc1ccc(NS(=O)(=O)c2ccc(NC(=O)[C@@H]3CCCC[C@@H]3C(=O)O)cc2)cc1	-1.3%	-13
CC1Cc2ccccc2N1C(=O)CCS(=O)(=O)c1cccs1 (configuration not stated)	-4.9%	16
CC(C)C[C@H](NC(=O)Nc1ccc(Oc2ccccc2)cc1)C(=O)O	3.4%	.
NNC(=S)NC1CCS(=O)(=O)C1 (configuration not stated)	-6.3%	1
COc1ccccc1CCNC(=O)CSc1nnc2ccc(-c3ccncc3)nn12	-1.8%	8
COc1ccc(-c2csc(NC(=O)c3ccc(S(C)(=O)=O)cc3)n2)cc1	-4.4%	.
Cc1cccc(NC(=O)Cn2nnc(C(=O)NCc3ccco3)c2N)c1	-1.3%	9
O=C(CSc1ncn[nH]1)c1cccc([N+](=O)[O-])c1	2.7%	0
COc1cc2nc3occc3c(OC)c2cc1OC	2.0%	.
C#CCSc1nnc(CSc2nc3ccccc3s2)n1-c1ccccc1	1.2%	-10
CC1(C)Cc2c(sc3nc4n(-c5ccccc5)cnn4c(=O)c23)CO1	1.4%	-8
COc1ccc(Cl)cc1C(=O)NCC(C)C	5.5%	.
COc1ccc(-c2noc(CN(Cc3nccn3C)C(C)C)n2)cc1	-0.3%	7
O=C(NC1CC1)c1ccc2c3c(cccc13)CC2	0.3%	.
Cc1ccc2sc(C)[n+](CCCS(=O)(=O)[O-])c2c1	1.5%	-3
Cc1cccc(NC(=O)C(C)N2CC=C(c3ccccc3)CC2)c1 (configuration not stated)	-4.4%	19
Cc1ccc2[nH]c(-c3ccccc3)c(CN3CCN(C)CC3)c(=O)c2c1	-1.5%	27
CC(C)NC(=O)c1ccccc1-c1ccccc1	3.4%	.
C/C(=N\Nc1ccc(C(F)(F)F)cn1)c1ccncc1	3.7%	-7
Cc1ccc([N+](=O)[O-])cc1NC(=O)C(C)NS(=O)(=O)c1ccc(F)cc1 (configuration not stated)	2.1%	80
CN1CCN(C(=O)c2cc(COc3c(F)cccc3F)on2)CC1c1ccccc1 (configuration not stated)	4.8%	-17
O=S(=O)(NC1CCCCC1N1CCOCC1)c1ccc(Cl)cc1 (configuration not stated)	-9.6%	-1
O=C(Nn1cnnc1)c1ccncc1	-2.5%	5
O=C(Nc1ccc2c(c1)CCC2)c1cnccn1	1.9%	-3
O=C(NNc1cc(Cl)cc(Cl)c1)c1cccs1	1.3%	-11
COc1ccc(C2/C=C\CN(CC(C)(C)C)CC(=O)N2Cc2ccc(F)cc2)cc1 (configuration not stated)	1.4%	.
Cc1nc([N+](=O)[O-])c(C(=O)OCc2ccccc2F)n1C	-4.7%	-8
COC(=O)Nc1ccc(OC)c(OC)c1	1.4%	.
CCOC(=O)C1CCN(Cc2cc(C(C)(C)C)c(O)c(C(C)(C)C)c2)CC1	1.2%	-8
Cc1cc(NC2CCCCC2)nc2ccccc12	-4.0%	1
Cc1cc(C)n(C/C=C/Cn2nc(C)cc2C)n1	4.8%	.
O=C(NCCCc1ccccc1)c1ccc(Br)o1	1.1%	6
Cc1ccc(/C=N/NC(=O)c2nn(C)cc2Cl)cc1	-6.1%	6
O=C(NCc1ccc2c(c1)OCO2)c1ccc(=O)[nH]c1	2.6%	-7

Structural class, the entries above containing two or more sulfur atoms (16)
SMILES	M. tuberculosis GlmU	RmlCD inh 1536
Cc1nc2cc(S(=O)(=O)C(F)(F)F)ccc2s1	3.6%	.
Cc1nc(NC(=O)c2ccc(Br)s2)sc1C(=O)N(C)C	5.6%	-7
Cc1cccc(CSC2=NN3CCCC(=O)N=C3S2)c1	1.8%	.
Cc1cc(C)nc(SCc2nnc(SCC(=O)Nc3c(C)cccc3C)o2)n1	1.8%	.
CCSc1nc2c(sc3nc(C)cc(C)c32)c(=O)[nH]1	.	5
COc1ccc2nc(NC(=O)CSc3nnc(N)s3)sc2c1	-0.9%	6
CC(=O)NN1C(=O)/C(=C/c2ccc(Br)o2)SC1=S	11%	-6
CCc1nnc(NC(=O)CSc2nnc(COc3ccccc3)n2Cc2ccccc2)s1	-5.1%	8
COc1ccccc1Nc1nc(N)nc(CSC(=S)N2CC(C)CC(C)C2)n1 (configuration not stated)	8.5%	6
O=C(CSc1nc2ccccc2o1)Nc1nccs1	-3.9%	-1
CCSC1=NC2(CCCCC2)Nc2sc3c(c21)CCCC3	8.6%	-6
CC1Cc2ccccc2N1C(=O)CCS(=O)(=O)c1cccs1 (configuration not stated)	-4.9%	16
NNC(=S)NC1CCS(=O)(=O)C1 (configuration not stated)	-6.3%	1
COc1ccc(-c2csc(NC(=O)c3ccc(S(C)(=O)=O)cc3)n2)cc1	-4.4%	.
C#CCSc1nnc(CSc2nc3ccccc3s2)n1-c1ccccc1	1.2%	-10
Cc1ccc2sc(C)[n+](CCCS(=O)(=O)[O-])c2c1	1.5%	-3

A portion of the library; rates above refer to the full screens.
